High-throughput results (PubChem BioAssay)
RGS4 inhibitor – inhibitors of human regulator of G protein signaling 4; P49798; Transcreener GDP fluorescence polarization, RGS4-accelerated GTP hydrolysis; Potency, µM (doses to about 114 µM), for the others: top-dose activity change, negative = inhibition, most hits filed as inhibitors; actives 0.039% (n = 390,000); also: % is scaled to controls: 0 for no effect and ±100 for the full control effect; nearly all actives have a fitted effect of over 75% in size; some results filed as inactive show a strong effect at the top dose
Target sequence (P49798 whole entry, looked up): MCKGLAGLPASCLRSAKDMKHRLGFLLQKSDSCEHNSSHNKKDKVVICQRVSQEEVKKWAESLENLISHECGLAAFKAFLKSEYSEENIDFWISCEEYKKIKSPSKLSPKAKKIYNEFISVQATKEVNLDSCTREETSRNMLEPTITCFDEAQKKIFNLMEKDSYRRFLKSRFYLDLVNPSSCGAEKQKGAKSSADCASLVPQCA
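MLSMR compounds (23 nl, pin-transferred) preincubated 10 min at room temperature with a 500nM (2x) first reagent, then RGS4 at 900nM (2x) plus Transcreener GDP mix added; fluorescence polarization (620/688 nm) read before and after 90 min at 30 °C.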
Vif-A3F inh – blocks the Vif interaction with APOBEC3F; Potency, µM (titrated, usually from 46.1 µM), for inactives: at the top dose activity, negative = active; actives 0.2% (n = 390,000); HeLa A3F-eYFP + Vif (tagged APOBEC3F with the HIV-1 protein that degrades it), YFP fluorescence increase; also: % of control where 0% means no effect; nearly all actives have a fitted effect of over 65% in size
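HeLa cells stably expressing A3F-eYFP plus Vif, plated and incubated overnight at 37 deg C, then exposed to compounds overnight at 37 deg C. Blocked degradation read as raised yellow fluorescence (Ex 488/Em 500-530).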
RXFP1 agonist – agonists of human relaxin receptor RXFP1; Potency, µM (top dose mostly 57.5 µM), for inactives: at the highest dose activation, most hits filed as activators; Q9HBX9; AID 2676; HEK293T-RXFP1 cAMP TR-FRET, 30 min; response scale: percent of porcine relaxin response, buffer zero; actives 0.3% (n = 370,000); also: % is scaled to controls: 0 for no effect and ±100 for the full control effect; nearly all actives have a fitted effect of over 60% in size; many of its hits are not listed in these tables
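HEK293 cells stably expressing RXFP1, treated 30 min at 37C with compounds plus PDE4 inhibitor Ro 20174; cAMP measured by HTRF TR-FRET. Normalized to buffer and 29 nM porcine relaxin; EC50 by Hill fit.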
Vif-A3G inh – blocks the Vif interaction with human APOBEC3G; HeLa A3G-eYFP + Vif (tagged APOBEC3G with the HIV-1 protein that degrades it), YFP fluorescence, overnight; Potency, µM (highest dose often 46.1 µM), for inactives: at the top dose activity, negative = active, usual class: inhibitors; actives 0.076% (n = 410,000); AID 602310;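 also: % is scaled to controls: 0 for no effect and ±100 for the full control effect; nearly all actives have a fitted effect of over 60% in size; hits raise eYFP signal because A3G escapes Vif-driven loss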
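HeLa cells stably expressing Vif and C-terminally eYFP-tagged A3G, seeded overnight at 37 deg C, then exposed to compound by pintool overnight at 37 deg C. Rise in yellow fluorescence (Ex 488/Em 500-530, Acumen) marks blocked Vif-driven A3G degradation.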
USP1-UAF1 inh – USP1/UAF1 (human) deubiquitinase inhibition | recombinant USP1/UAF1, Ub-Rhodamine cleavage fluorescence | actives 0.23% (n = 390,000) | O94782 | AID 743255 | Potency, µM (series often up to 57.1 µM), for inactives: top-dose activity change, negative = inhibition, actives largely listed as inhibitors; also: % is scaled to controls: 0 for no effect and ±100 for the full control effect; nearly all actives have a fitted effect of over 60% in size; inactives centre near -12
Target sequence (O94782 whole entry, looked up): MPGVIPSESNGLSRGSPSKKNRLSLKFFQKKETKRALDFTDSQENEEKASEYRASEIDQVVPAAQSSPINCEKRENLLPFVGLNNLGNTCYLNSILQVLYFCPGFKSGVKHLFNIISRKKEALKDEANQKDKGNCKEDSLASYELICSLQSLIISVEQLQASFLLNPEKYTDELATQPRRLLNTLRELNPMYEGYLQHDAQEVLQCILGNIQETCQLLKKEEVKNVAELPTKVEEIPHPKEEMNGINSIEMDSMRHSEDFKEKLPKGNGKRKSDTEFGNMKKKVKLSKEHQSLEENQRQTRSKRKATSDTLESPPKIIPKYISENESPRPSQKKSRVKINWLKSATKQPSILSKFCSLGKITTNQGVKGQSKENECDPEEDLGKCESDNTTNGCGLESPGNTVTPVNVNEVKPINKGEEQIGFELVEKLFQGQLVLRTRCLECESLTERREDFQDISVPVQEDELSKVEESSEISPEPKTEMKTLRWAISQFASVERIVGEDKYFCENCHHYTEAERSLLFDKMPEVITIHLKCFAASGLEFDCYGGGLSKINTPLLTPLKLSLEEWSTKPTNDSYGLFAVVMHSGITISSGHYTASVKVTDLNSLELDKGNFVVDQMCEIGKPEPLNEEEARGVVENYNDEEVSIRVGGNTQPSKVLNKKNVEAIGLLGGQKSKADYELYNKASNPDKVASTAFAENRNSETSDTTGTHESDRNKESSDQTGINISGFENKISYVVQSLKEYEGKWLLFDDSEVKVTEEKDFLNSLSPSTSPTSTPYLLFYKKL
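High-throughput fluorogenic screen: 1nM USP1/UAF1 complex, Ub-Rho substrate 150nM final, 50mM HEPES pH 7.8 with 0.5mM EDTA, 0.1 mg/ml BSA, 1mM TCEP and 0.01% Tween-20.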
TrxR1 substrate – rat thioredoxin reductase 1 substrate activity; purified TrxR1 substrate turnover, NADPH consumption readout; O89049; Potency, µM (titrated, usually from 114 µM), without a hit: at the highest dose activity change, negative = substrate turnover; actives 0.01% (n = 390,000); AID 588456; also: % is scaled to controls: 0 for no effect and ±100 for the full control effect; nearly all actives have a fitted effect of over 50% in size
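Rat TrxR1, dispensed at 90 nM, was prereduced with 400 uM NADPH (final) for 5 min at ~22 deg C, then incubated with compound 15 min before 400 uM selenite. A first-read NADPH fluorescence drop versus no-compound background flagged substrates.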
12-LOX inh – ALOX12 (human) lipoxygenase inhibition; purified 12hLO, xylenol orange hydroperoxide absorbance; AID 1671190; P18054; Potency, µM (series often up to 108 µM), for the others: at the top dose activity change, negative = inhibition, actives largely listed as inhibitors; actives 1.1% (n = 580,000); also: % is scaled to controls: 0 for no effect and ±100 for the full control effect
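Purified human 12hLO (150 nM final) in 25 mM Hepes, 0.01% Triton X-100, pH 7.0 was preincubated 15 min at room temperature with compound. Then 40 uM arachidonic acid was added, 30 min. Hydroperoxide was read by Fe-XO absorbance ratio 573/405 nm.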
rTrxR1 inhibitor – inhibitors of rat thioredoxin reductase 1. recombinant rTrxR1, NADPH fluorescence consumption, selenite substrate. AID 588453. O89049. Potency, µM (highest dose often 114 µM), for the others: top-dose activity change, negative = inhibition, usual class: inhibitors. actives 1% (n = 390,000); also: % is scaled to controls: 0 for no effect and ±100 for the full control effect; nearly all actives have a fitted effect of over 65% in size
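Rat TrxR1 (90 nM in the dispensed reagent) was pre-reduced with 400 uM NADPH for 5 min at room temperature, then incubated with compound for 15 min. After 400 uM selenite was added, NADPH fluorescence (Ex 340/Em 450 nm) was followed for 8 min.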
mIDH1 inhibitor – human IDH1 R132H inhibition. O75874. IDH1-R132H enzyme, NADPH consumption, diaphorase/resazurin fluorescence. Potency, µM (titrated, usually from 76.6 µM), inactives show at the top dose activity change, negative = inhibition, usual class: inhibitors. actives 0.093% (n = 390,000). AID 602179; also: % is scaled to controls: 0 for no effect and ±100 for the full control effect; nearly all actives have a fitted effect of over 65% in size
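IDH1-R132H (0.5 ug/mL dispensed) in pH 7.5 Tris buffer was preincubated 30 min with compound, then given a substrate mix of 0.016 mM NADPH and 2 mM alpha-KG for 80 min at room temperature; remaining NADPH was read by diaphorase/resazurin fluorescence.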
The depositor's hits bear a star; ? = inconclusive; . = not tested or not shown; & = joins results of further samples; [ ] = dose if it differs, or a comment. Calls follow the shape of the dose curve; as a rule, active = well fitted curve in the direction sought with a large enough effect; inconclusive = small, poorly fitted or top-dose-only effect, or another doubt; inactive = no such curve, though single readings can be large; an effect the other way counts as inactive or inconclusive. Potency is read from the fitted curve at half-maximal effect. These rows are one share of the data; the hit share may differ from the screen's.

Values in the order – TrxR1 substrate	Vif-A3G inh	Vif-A3F inh	USP1-UAF1 inh	RGS4 inhibitor	rTrxR1 inhibitor	12-LOX inh	RXFP1 agonist	mIDH1 inhibitor
> O=C(Nc1ncc(Cc2ccccc2Cl)s1)C1CCCO1 (stereo not given)
→ -5%[57.1 µM]	0%	-3%	-2%	-14%	1%	5%	-2.2%	3%
> COc1ccc(N(CC(=O)Nc2ccc(OC)c(Cl)c2)S(=O)(=O)c2c(C)noc2C)cc1
→ -2%	0%	-2%	-17%	-6%	5%	-4%	5.8%	0%
> Cn1c2ccccc2c(=O)c2c(=O)n(C3CCCCC3)c(-c3cccs3)nc21
→ 1%	0%	-16%	-1%	-17%	16%	0%	0.8%	37µM*
> O=C(CSc1nnc(C2CC2)n1C1CC1)N1CCN(c2ccc(O)cc2)CC1
→ .	-1%	-6%	-6%	.	.	?	.	-3%
> O=C1N/C(=N\N=C\c2cccs2)SC1Cc1cccc(Cl)c1Cl (stereo not given)
→ -6%	?	2%	-22%	-13%	-3%	24%	0.4%	2%
> O=C(CSC(=S)N1CCOCC1)N1N=CCC1c1ccccc1 (stereo not given)
→ 2%	-3%	-3%	-23%	-29%	11%	-4%	-1.1%	6%
> Cc1ccc(N2CCN(C3=NC(=O)/C(=C\c4cccs4)S3)CC2)cc1
→ -11%	0%	0%	-22%	-49%	-15%	0%	1.2%	1%
> CCN1CCN(c2ccc(NC(=O)c3cc(OC)c(OC)c(OC)c3)cc2)CC1
→ 0%	-6%	0%	-8%	-6%	-4%	-13%	1.3%	3%
> O=C(c1cccc([N+](=O)[O-])c1)N1CCN(c2ncccn2)CC1
→ -1%	1%	?	-10%	-21%	3%	0%	5.5%	3%
> Cc1cccc(NC(=O)C(C)N2C(=O)c3ccccc3S2(=O)=O)n1 (stereo not given)
→ 1%	-1%	0%	4%	13%	7%	0%	0.5%	1%
> CC(C)CN(CC(C)C)CC(O)CN(c1ccccc1)S(=O)(=O)c1ccccc1[N+](=O)[O-] (stereo not given)
→ -15%	-6%	1%	-23%	6%	-4%	-21%	-2.7%	8%
> O=C(COC(=O)/C=C/c1cccc(F)c1)Nc1ccccc1-c1ccccc1
→ -5%	0%	6%	4%	11%	-13%	-3%	1.3%	1%
> CC1CN(CCS(=O)(=O)c2cc(Cl)ccc2Cl)CC(C)O1 (stereo not given)
→ 6%	?	3%	-4%	-9%	-3%	-5%	-1.2%	5%
> COc1ccccc1N1CCN(C(=O)C2CCCN(S(=O)(=O)c3ccc(C)cc3)C2)CC1 (stereo not given)
→ -11%	0%	2%	-13%	-35%	-2%	27%	-0.3%	-2%
> Cc1c(N=C/C=C2/N(C)c3ccccc3C2(C)C)c(=O)n(-c2ccccc2)n1C
→ -6%	-5%&0%	-10%&-8%	-2%&-8%	-5%&-26%	-3%	-22%&-14%	0.3%	3%&1%

By substructure: those above containing a thiophene ring, fused or not.
Values in the order – TrxR1 substrate	Vif-A3G inh	Vif-A3F inh	USP1-UAF1 inh	RGS4 inhibitor	rTrxR1 inhibitor	12-LOX inh	RXFP1 agonist	mIDH1 inhibitor
> Cn1c2ccccc2c(=O)c2c(=O)n(C3CCCCC3)c(-c3cccs3)nc21
→ 1%	0%	-16%	-1%	-17%	16%	0%	0.8%	37µM*
> O=C1N/C(=N\N=C\c2cccs2)SC1Cc1cccc(Cl)c1Cl (stereo not given)
→ -6%	?	2%	-22%	-13%	-3%	24%	0.4%	2%
> Cc1ccc(N2CCN(C3=NC(=O)/C(=C\c4cccs4)S3)CC2)cc1
→ -11%	0%	0%	-22%	-49%	-15%	0%	1.2%	1%

Continued:
Values in the order – TrxR1 substrate	Vif-A3G inh	Vif-A3F inh	USP1-UAF1 inh	RGS4 inhibitor	rTrxR1 inhibitor	12-LOX inh	RXFP1 agonist	mIDH1 inhibitor
> COc1ccc(CCNC(=O)c2cc3c(=O)oc4ccc(C)cc4c3s2)cc1OC
→ 12%	-1%	10%	-21%	-17%	21%	-43%	-0.8%	11%
> CCOc1cc(C(=O)OCC(=O)Nc2cccc(S(=O)(=O)NC3=NCCCCC3)c2)cc(OCC)c1OCC
→ -14%	1%	2%	-2%	-27%	-6%	196%[activator]	.	1%
> Cc1cccc(N2CCN(C(=O)/C=C/c3ccco3)CC2)c1C
→ 9%[57.1 µM]	-6%	-3%	-26%	?	?	?	-0.4%	7%
> CC1CN(C(=O)CCC(=O)NCc2ccccc2Cl)c2ccccc2S1 (stereo not given)
→ -4%[57.1 µM]	-4%	1%	-9%	-24%	-14%[57.1 µM]	421%[activator]	0.6%	3%
> CC(C)C[C@H](NC(=O)[C@@H]1O[C@H]1C(=O)O)C(=O)NCCCCN=C(N)N
→ 10%	1%	-5%	-9%	-37%	7%	-4%	-0.9%	9%
> CCCNC(=O)C(Cc1ccc(I)cc1)NC(=O)C1CC1 (stereo not given)
→ 9%	-6%	2%	-24%	-7%	23%	22%	2.8%	8%
> CCOc1ccc(S(=O)(=O)Nc2ccc(C(=O)NCC(c3ccccc3)N(C)C)cc2)cc1 (stereo not given)
→ -9%	4%	-2%	-20%	14%	-6%	1%	-0.2%	2%
> CNc1ccc(/C=C2\COc3ccccc3C2=O)cc1[N+](=O)[O-]
→ 10%[57.1 µM]	-3%	0%	-12%	6%	8%[57.1 µM]	-5%	-0.6%	1%
> O=C(Nc1ccc(S(=O)(=O)N2CCCCC2)cc1)c1ccncc1
→ 7%	-3%	-5%	-5%	28%	23%[57.1 µM]	0%	1.7%	9%
> CCOC(=O)C1CCCCN1C(=O)CCc1c(C)nc2cc(-c3ccccc3)nn2c1C (stereo not given)
→ 20%	-3%	-2%	-7%	-5%	-5%	-3%	-0.4%	-4%
> O=C(Nc1nc(=O)c2ccccc2s1)c1ccccc1
→ -2%[57.1 µM]	-1%	-3%	-9%	-83%	6%	?	15%	10%
> CC[C@@H]1CC=C[C@H]2[C@H]1C(=O)N(Cc1ccccc1)[C@H]2c1ccc(OC)c(Cl)c1
→ 2%	0%	-5%	-24%	-4%	7%	?	2.9%	-5%[38.3 µM]
> O=C1NC(=O)C2(CCCC2c2ccccc2)N1 (stereo not given)
→ -6%	3%	-10%	-7%	-7%	-13%	0%	.	5%
> CC(C)(C)OC(=O)N1CCC(c2c(C(=O)NCc3ccco3)cnn2-c2ccc(F)cc2F)CC1
→ -6%	-5%	-7%	15%	-25%	-23%	-13%	-0.1%	12%
> COc1ccc(/C=C/C(=O)NC(=S)Nc2ccccc2)cc1OC
→ -4%	1%	6%	-11%	4%[56.9 µM]	6%	0%	-0.8%	-5%

As a working copy, some entries already given.
Values in the order – TrxR1 substrate	Vif-A3G inh	Vif-A3F inh	USP1-UAF1 inh	RGS4 inhibitor	rTrxR1 inhibitor	12-LOX inh	RXFP1 agonist	mIDH1 inhibitor
> CC(C)(C)OC(=O)N1CCC(c2c(C(=O)NCc3ccco3)cnn2-c2ccc(F)cc2F)CC1
→ -6%	-5%	-7%	15%	-25%	-23%	-13%	-0.1%	12%
> COc1ccc(/C=C/C(=O)NC(=S)Nc2ccccc2)cc1OC
→ -4%	1%	6%	-11%	4%[56.9 µM]	6%	0%	-0.8%	-5%

Additional compounds
Values in the order – TrxR1 substrate	Vif-A3G inh	Vif-A3F inh	USP1-UAF1 inh	RGS4 inhibitor	rTrxR1 inhibitor	12-LOX inh	RXFP1 agonist	mIDH1 inhibitor
> Cc1c(-c2ccccc2)oc2c(C(=O)OCC(=O)Nc3ccc(F)cc3)cccc2c1=O
→ -1%	4%	0%	-14%	-3%	33%	4%	2.0%	-6%
> COc1ccc(C2CC23N=C(c2ccccc2)OC3=O)cc1 (stereo not given)
→ 7%[57.1 µM]	1%	-9%	4%	4%	?	0%	1.9%	4%
> O=C(COC(=O)CSCC(=O)N1CCCCC1)Nc1ccc(Cl)cc1
→ 6%	0%	2%	-21%	6%	14%	?	0.1%	0%
> CCC(C)NC(=O)CSc1nc2ccccc2c(=O)n1CCCC(=O)NCC1CCCO1 (stereo not given)
→ -4%	-2%	-6%	-22%	-36%	-7%	0%	4.6%	6%
> CCn1c(/C=C/c2ccc([N+](=O)[O-])o2)nc2ccccc2c1=O
→ -4%	4µM*	22µM*	119%[activator]	-28%[56.9 µM]	3.2µM*	-3%	15%	6%
> COc1cccc(C(=O)Nc2ccc(S(=O)(=O)N(Cc3ccccc3)c3ccccc3)cc2)c1
→ 4%	0%	-7%	-14%	5%	30%	-12%	2.2%	-7%
> COc1ccc(C(=O)Nc2ccccc2C(=O)N/N=C/c2ccccn2)cc1OC
→ 0%[57.1 µM]	-3%	?	-25%	-8%	10%	13%	1.2%	-1%
> Cc1ccc(S(=O)(=O)N2CCCCCC2)cc1C(=O)Nc1cccnc1
→ 1%	0%	1%	-21%	1%	9%	2%	1.8%	6%
> COc1ccc(NC(=O)Cn2c(CCC(=O)O)ccc2-c2ccccc2)cc1Cl
→ 10%	.	.	-10%	5%	8%	1%	-0.8%	.
> CCN(CC(=O)Nc1ccc(S(=O)(=O)N2CCCCC2)cc1)Cc1ccccc1
→ -5%	-5%	?	-4%	-12%	14%	1%	0.7%	-1%
> COc1ccc(C/C(=N\OC(C)=O)c2ccc(OC)cc2)cc1
→ 5%	0%	24%	-22%	-1%	40%	.	-1.3%	3%
